All columns: NCI-60 one-dose screen, growth in % after 48 h at 10 µM unless noted; 100 = growth as untreated, 0 = no growth, -100 = all killed.
SF-295 – SF-295 CNS cancer cells; 5.6% of 79,000 active; AID 1794758
SNB-75 – SNB-75 CNS cancer; 5% of 79,000 active; AID 1794750
SNB-19 – SNB-19 CNS cancer cells | AID 1794751 | 2.5% of 81,000 active
SF-539 – SF-539 CNS cancer | AID 1794752 | 6.8% of 81,000 active
U251 – U251 CNS tumor cells; 5.4% of 80,000 active
HCC-2998 – HCC-2998 colon cancer | 4.7% of 79,000 active | AID 1794799
DU-145 – DU-145 prostate cancer. 4.2% of 81,000 active. AID 1794760
SF-268 – SF-268 CNS cancer cells; 3.1% of 82,000 active; AID 1794759
PC-3 – PC-3 prostate cancer cells | 3.9% of 80,000 active
* hit, by the source's call; . = not tested or not shown; & = joins results of further samples. The calls were made as follows: active = growth percent below 10; inactive = the rest.

SMILES	SF-295	SNB-75	SNB-19	SF-539	U251	HCC-2998	DU-145	SF-268	PC-3
CC(=O)O[C@H](C[C@H](C(C)C)N(C)C(=O)[C@@H](NC(=O)[C@H]1CCCCN1C)C(C)C)c1nc(C(=O)N[C@@H](Cc2ccccc2)C[C@H](C)C(=O)O)c(C(C)C)s1	-0.2*	22.6	27.6	-10.7*	15.4	-2.8*	-0.8*	27.7	29.9
CCC(C)C(CC)C(=O)NC(N)=O (configuration not stated)	.	95.9	103.3	106.9	105.7	109.8	117.8	117.5	96.9
CC(C)(C)C(=O)OCOP(=O)(NCc1ccccc1)C1CCCN(O)C1=O (configuration not stated)	60.3	70.6	37.9	45.2	13.8	24.7	55.0	10.5	67.7
N#CC(C#N)=Cc1ccc(Cl)cc1	96.4&106.0	89.5	101.5&108.1	94.3&104.9	102.1&95.1	100.2&109.0	101.8&103.6	97.4&101.4	99.7&98.3
O=C(Cc1cccc([N+](=O)[O-])c1)Nc1ccc(S(=O)(=O)F)cc1	98.5	72.5	103.5	79.8	.	97.3	119.5	109.0	92.0
NC1CN2CCC1CC2 (configuration not stated)	95.9	73.9	101.0	95.6	103.3	114.1	.	97.2	90.7
c1ccc(CN2CCN(Cc3ccccc3)CC2)cc1	.	98.6	108.6	107.4	108.9	98.6	121.7	110.6	105.5
N#CN=C(N)N	106.9	.	105.2	94.6	109.5	99.7	109.0	107.4	97.9
Cc1ccc(N2COOC3(OOC2)C2CC4CC(C2)CC3C4)cc1	95.5	.	106.2	96.5	96.1	107.2	109.4	97.9	93.5
COC(C(=O)C(O)C(C)O)C1Cc2cc3cc(OC4CC(OC(C)=O)C(OC5CC(O)C(OC)C(C)O5)C(C)O4)cc(O)c3c(O)c2C(=O)C1OC1CC(OC2CC(OC3CC(C)(O)C(OC(=O)C(C)C)C(C)O3)C(O)C(C)O2)C(O)C(C)O1 (configuration not stated)	-14.4*	-74.0*	-4.8*	-78.2*	8.2*	-94.4*	-32.2*	2.4*	1.1*
N=C(N)NCCC[C@H](NC(=O)[C@H](CCCNC(=N)N)NC(=O)[C@H](CCCNC(=N)N)NC(=O)[C@H](CCC(N)=O)NC(=O)[C@H](CCCNC(=N)N)NC(=O)[C@H](CCCNC(=N)N)NC(=O)[C@H](CCCCN)NC(=O)[C@H](CCCCN)NC(=O)[C@H](CCCNC(=N)N)NC(=O)CNC(=O)[C@H](CCCNC(=N)N)NC(=O)[C@H](CCCCN)NC(=O)[C@@H]1CCCN1C(=O)Cc1ccc(O)cc1)C(N)=O	98.4	100.4	97.7	98.8	107.8	92.4	107.5	106.1	102.7
CC1(C)CC[C@]23CC[C@]4(C)[C@H](CC[C@@H]5[C@@]6(C)C[C@@]7(CC(C)(C)[C@@H]6CC[C@]54C)OO[C@](C)(C(F)(F)F)O7)[C@H]2[C@H]1OC3	94.7	74.4	89.1	95.3	99.8	86.4	104.2	91.2	96.6
COC(=O)CCC(=O)c1ccc(Cl)cc1	102.4	90.8	104.6	95.6	102.2	101.1	104.9	97.0	95.0
CC(C)(C)N1CC1c1ccccc1 (configuration not stated)	117.9	110.7	109.0	110.0	104.8	117.1	97.6	101.9	100.6
C[C@]12CCc3sc(Nc4ccc(OC(F)(F)F)cc4)nc3C1=CC[C@@H]1[C@@H]2CC[C@]2(C)C(=O)CC[C@@H]12	-2.7*	68.6	56.5	-5.4*	34.1	96.5	66.1	68.6	38.6
CN1CCN(C(=O)COc2ccc(C=C3C(=O)N(C)C(=O)N(C)C3=O)cc2)CC1	100.0	101.8	102.2	99.4	101.3	115.9	111.3	98.7	103.3
CCOC(=O)[C@@H](C)C[C@H](Cc1ccccc1)NC(=O)c1csc([C@@H](C[C@H](C(C)C)N(C)C(=O)[C@@H](NC(=O)[C@H]2C[C@H](O)CCN2C)C(C)C)OC(C)=O)n1	-6.2*	10.6	21.8	-18.5*	10.1	19.6	0.4*	24.6	24.5
N#CC(C#N)=NNc1ccccc1	99.9	80.0	.	92.1	96.9	98.8	94.4	106.8	87.5
CCOP(=O)(Cc1ccc(N)cc1)OCC	89.4	101.2	109.4	102.4	102.1	101.5	115.0	107.5	93.0
C/C(=C(\c1ccc(OCCN2CCOCC2)cc1)c1ccc(OC(=O)Cc2ccccc2)cc1)c1ccc(Cl)cc1	98.9	95.7	96.3	98.2	99.2	88.4	97.8	90.1	68.2
CC1=C([Te]c2ccccc2)C(=O)c2ccccc2C1=O	-34.5*	-25.6*	2.4*	-71.4*	-30.1*	-66.4*	-53.4*	-18.1*	-30.8*
CN1CCCCC1c1cccnc1 (configuration not stated)	.	82.7	102.7	100.9	100.2	103.9	107.8	103.3	110.6
COP(=O)(OC)OC=C(Cl)Cl	92.4	105.5	102.6	93.9	104.9	104.5	114.9	107.6	94.3
Cc1ccccc1NC(=O)CBr	103.8	97.4	101.0	106.9	101.6	99.2	111.6	100.3	100.2
N#C[Se]Cc1cc(-c2ccccc2)n(-c2ccc(S(N)(=O)=O)cc2)n1	-55.8*	-38.3*	-100.0*	.	-61.2*	25.1	-85.6*	-59.8*	-13.1*

(next part)
SMILES	SF-295	SNB-75	SNB-19	SF-539	U251	HCC-2998	DU-145	SF-268	PC-3
O=[N+]([O-])c1cc(Cl)cc(Cl)c1	96.5	93.5	97.6	100.2	90.5	93.4	110.9	105.3	91.3
O=C(O)c1ccc(P(=O)(O)O)cc1	96.4	79.9	99.8	99.1	99.9	103.4	112.4	106.4	94.0
C[N+](C)(C)Cc1c[nH]c2ccccc12	101.8&138.8	78.1&93.1	100.5&107.2	115.8&108.3	96.5&103.6	105.6&111.3	108.5&111.0	99.2&101.7	86.2&86.2
Cn1c(=O)c2c(nc(N3CCN(CCCl)CC3)n2C)n(C)c1=O	97.4	114.1	110.2	107.6	110.5	99.4	107.3	97.9	106.1
O=C(O)COC(C[N+](=O)[O-])C(Cl)(Cl)Cl (configuration not stated)	100.6	76.9	91.2	103.8	100.1	115.7	113.3	111.1	95.9
CC/C(Cc1ccccc1)=C(\c1ccc(OCCN2CCCC2)cc1)c1ccc(OC(=O)NCc2ccccc2)cc1	86.2	57.7	54.9	59.0	12.5	83.1	61.1	67.7	47.8
CCCCOP(=S)(OCCCC)SC1(SC)SSC=C1CC(C)(C)C (configuration not stated)	117.4	101.0	109.3	111.1	103.3	117.0	110.3	108.7	96.8
CC1=C2C(=C[C@@](C)(COP(=O)(Oc3ccccc3)Oc3ccccc3)[C@@H]2O)C(=O)[C@@](C)(O)C12CC2	-59.0*	-94.0*	-17.5*	-99.1*	-43.4*	-85.5*	-96.3*	-74.3*	-31.0*
c1ccc(CC(c2ccccc2)N2CCOCC2)cc1 (configuration not stated)	94.0	85.9	101.4	99.1	91.0	102.8	111.1	99.4	87.4
COc1ccc(NC([Se])=NC23CC4CC(CC(C4)C2)C3)cc1	-23.6*	.	15.7	-6.9*	-31.0*	14.6	2.2*	38.5	8.0*
CC1(C)N=C(N)N=C(N)N1c1ccc(OCC(=O)Nc2ccc(S(=O)(=O)F)cc2Cl)c(Cl)c1	49.7	67.0	56.0	23.3	48.1	35.0	38.0	39.2	44.6
CO[C@H]1CC[C@@]2(C)C(=CC[C@H]3[C@@H]4C[C@H](O)[C@H](OC)[C@@]4(C)CC[C@@H]32)C1	102.5	.	108.5	103.6	75.7	100.4	110.8	97.5	85.4
Cc1ccc(N2CCNCC2C)cc1 (configuration not stated)	110.9	97.5	105.1	98.1	104.0	107.1	106.8	105.7	104.6
Nc1nnns1	94.3	91.2	106.9	102.8	102.7	97.3	134.5	106.3	91.4
C=C1C(=O)O[C@@H]2C[C@@H](C)[C@@H]3C=CC(=O)[C@@]3(C)[C@@H](O)[C@H]12	-35.8*	-94.8*	-63.7*	-73.3*	-100.0*	-97.7*	-100.0*	-45.0*	-62.0*
C[N+](C)(C)c1ccccc1	110.3	98.2	98.4	101.2	103.2	92.5	114.6	107.6	101.0
Cc1ccc(NC2=NCCS2)cc1Cl	.	91.6	100.0	101.2	.	113.0	102.2	108.6	93.8
O=C(O)C(CO)NC(=O)C(Cl)(Cl)Cl (configuration not stated)	.	77.4	102.4	93.9	95.1	102.5	101.3	95.4	95.4
Cc1c(O)c(CN(CC(C)Cl)CC(C)Cl)cc(CN(CC(C)Cl)CC(C)Cl)c1O (configuration not stated)	91.7	70.0	97.8	84.7	84.5	93.7	116.6	100.9	74.7
CC(=O)O[C@@H]1C=C2/C(=N/O)CC3C(CCC4(C)C3CC[C@@H]4OC(C)=O)C2(C)CC1 (some centres not stated)	96.8	94.7	107.8	103.9	105.2	105.0	103.2	92.6	98.2
CN1CCN(C(=O)OC2c3nccnc3C(=O)N2c2ccc(Cl)cn2)CC1 (configuration not stated)	104.1	96.7	100.6	108.0	99.6	102.8	109.8	114.0	95.7
Cc1cccc(-c2nc3c(s2)CC[C@@]2(C)C3=CC[C@H]3[C@@H]4CC[C@H](O)[C@@]4(C)CC[C@@H]32)c1	62.6	86.6	97.0	63.1	66.9	91.6	99.6	76.8	90.4
CCOC(=O)NC(=O)CCl	113.8	102.4	92.3	107.3	97.5	103.7	105.0	104.7	97.8
CCC(/C=C(C)/C=C/C(=O)c1c(O)c(-c2ccc(O)cc2)c[nH]c1=O)CO (configuration not stated)	81.1	91.3	90.6	77.4	67.6	105.9	9.3*	45.1	27.7
S=P(NC1CCCCC1)(N1CC1)N1CC1	110.5	93.2	113.4	106.6	100.5	130.9	108.3	98.6	.

Next results follow:
SMILES	SF-295	SNB-75	SNB-19	SF-539	U251	HCC-2998	DU-145	SF-268	PC-3
Cc1nnc2n1-c1ccc(Cl)cc1C(c1ccccc1)=NC2	.	83.2	104.9	100.4	96.2	104.1	114.9	102.7	85.0
O=C(N/N=C\c1ccc(N(CCCl)CCCl)cc1)C(=O)N/N=C\c1ccc(N(CCCl)CCCl)cc1	.	69.3	98.3	90.9	92.4	105.8	117.6	111.9	88.4
Cc1ccc(C(=O)Nc2ccc(CCN3CCN(CCCl)CC3)cc2)cc1Nc1ncnc2nc[nH]c12	100.5	96.1	91.6	97.5	106.2	90.5	97.2	94.5	101.2
Clc1ccc(C(Cl)(Cl)Cl)c(Cl)c1	92.3	97.3	107.1	108.1	98.6	98.9	111.6	102.2	106.8
Nc1c(F)cc(-c2nc3cc(F)ccc3[se]2)cc1F	87.8	92.2	104.1	96.3	93.6	-44.5*	99.8	91.4	72.1
CCCCOCCOP(=O)(OCCOCCCC)OCCOCCCC	103.1	102.7	98.0	99.6	105.6	102.3	114.8	98.5	102.5
COc1ccc(CN)cc1OC	104.3	93.3&112.7	103.5&103.5	99.3&105.0	97.6&111.8	105.7&91.0	106.5&111.3	98.9&107.8	93.5&106.2
OCC(c1ccc(Cl)cc1)c1ccc(Cl)cc1	110.1	101.5	111.2	114.7	103.4	102.5	107.9	102.9	91.8
CCOP(=O)(Nc1ccc2c(c1)/C(=N/NC(N)=S)c1ccccc1-2)OCC	116.0	80.6	94.5	84.7	94.8	119.0	102.5	98.0	94.4
O=NN(CCCl)C(=O)NCCO	91.3	99.9	94.4	97.3	87.0	103.2	103.5	87.9	103.5
CC(=O)ONc1ccc([N+](=O)[O-])c(C(F)(F)F)c1	97.8	82.9	107.4	93.5	103.6	108.2	108.0	95.3	95.4
COC(=O)C1OC(Oc2ccc(N(CCCl)CCCl)cc2)C(OC(C)=O)C(OC(C)=O)C1OC(C)=O (configuration not stated)	53.1	59.2	92.6	70.9	.	96.0	103.6	79.1	78.0
CCOC(=O)C12C(=O)OC3(C)Oc4ccc([N+](=O)[O-])cc4C1C32 (configuration not stated)	99.5	94.6	103.0	100.0	102.1	123.8	108.9	102.5	99.7
CCCC1(CC(C)CC)C(=O)NC(=O)NC1=O (configuration not stated) (tested in a mixture with another compound)	104.9	93.9	102.5	102.4	.	99.2	110.8	105.4	93.1
NC(=O)CNCc1ccc([As]=O)cc1 (configuration not stated)	101.5	94.0	96.7	96.0	94.4	102.9	109.2	99.6	94.1
CC1=C(C)CC2(C(=O)NC(=O)NC2=O)C(C)C1 (configuration not stated)	98.3	89.8	97.6	95.7	95.0	100.3	105.9	103.8	95.9
CNC1(c2ccc(F)cc2)CCCCC1	114.5	84.2	100.7	94.0	101.3	100.7	107.3	97.1	92.5

Reformatted: entries from further up.
Fields: SF-295	SNB-75	SNB-19	SF-539	U251	HCC-2998	DU-145	SF-268	PC-3
Cc1ccc(N2COOC3(OOC2)C2CC4CC(C2)CC3C4)cc1
 : 95.5	.	106.2	96.5	96.1	107.2	109.4	97.9	93.5
c1ccc(CC(c2ccccc2)N2CCOCC2)cc1 (configuration not stated)
 : 94.0	85.9	101.4	99.1	91.0	102.8	111.1	99.4	87.4
CC(=O)O[C@@H]1C=C2/C(=N/O)CC3C(CCC4(C)C3CC[C@@H]4OC(C)=O)C2(C)CC1 (some centres not stated)
 : 96.8	94.7	107.8	103.9	105.2	105.0	103.2	92.6	98.2
CC/C(Cc1ccccc1)=C(\c1ccc(OCCN2CCCC2)cc1)c1ccc(OC(=O)NCc2ccccc2)cc1
 : 86.2	57.7	54.9	59.0	12.5	83.1	61.1	67.7	47.8
COc1ccc(NC([Se])=NC23CC4CC(CC(C4)C2)C3)cc1
 : -23.6*	.	15.7	-6.9*	-31.0*	14.6	2.2*	38.5	8.0*
CCOC(=O)C12C(=O)OC3(C)Oc4ccc([N+](=O)[O-])cc4C1C32 (configuration not stated)
 : 99.5	94.6	103.0	100.0	102.1	123.8	108.9	102.5	99.7
CC(C)(C)C(=O)OCOP(=O)(NCc1ccccc1)C1CCCN(O)C1=O (configuration not stated)
 : 60.3	70.6	37.9	45.2	13.8	24.7	55.0	10.5	67.7

The list is partial, so the mix of outcomes need not match the whole.
